Assay outcomes from PubChem BioAssay.
CXCR6 block: inhibitors of human CXCR6 receptor | O00574 | CHO-K1 PathHunter CXCR6 beta-arrestin, luminescence | inhibition, % at 20 µM | hit rate 0.36% among 360,000; in the data active means inhibition above about 34%, passing the limit was not always enough;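 further: antagonist mode with CXCL16 agonist at 10 nM final; 0% = 10 nM CXCL16 with DMSO and 100% = unstimulated wells without agonist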
APJ antag: APJ receptor antagonism; CHO-K1 APJ beta-arrestin complementation, luminescence; inhibition, % at 20 µM; P35414; hit rate 0.32% among 330,000;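 active means inhibition above about 40% at 20 µM, limit read from the data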;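 further: cells challenged with 10 nM apelin-13 agonist together with compound; plate controls were apelin-13 plus DMSO wells for no effect and DMSO wells lacking apelin-13 for full effect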
Target sequence (P35414 whole entry, looked up): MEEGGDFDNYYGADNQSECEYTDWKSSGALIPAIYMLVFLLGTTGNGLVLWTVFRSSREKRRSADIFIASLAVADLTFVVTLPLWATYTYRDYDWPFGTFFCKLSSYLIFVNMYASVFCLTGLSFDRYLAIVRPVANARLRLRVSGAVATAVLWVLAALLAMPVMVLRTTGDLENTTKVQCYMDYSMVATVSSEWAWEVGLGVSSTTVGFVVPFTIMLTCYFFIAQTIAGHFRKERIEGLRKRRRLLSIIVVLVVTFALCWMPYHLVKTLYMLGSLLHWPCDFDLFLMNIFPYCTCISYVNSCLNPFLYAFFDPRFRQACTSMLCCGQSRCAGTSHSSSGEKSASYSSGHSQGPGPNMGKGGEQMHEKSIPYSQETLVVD
APJ ag: activates the human apelin receptor APJ | P35414 | CHO-K1 APJ PathHunter beta-arrestin, luminescence; 0% DMSO wells, 100% apelin | activation, % at 20 µM | hit rate 0.11% among 330,000 | AID 2520;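 active means activation more than six SD over the plate average, tested at 20 µM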;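 further: 0% = DMSO alone and 100% = apelin-13 at 10 nM; some results filed as inactive read as strong as hits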
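Assay system – PathHunter CHO-K1 APJ (AGTRL-1) beta-arrestin reporter cells · Compound – one dose, 20 µM compound, 1% DMSO · Timing – compound 90 min 25 °C, reagent 1 h · Measured by – luminescence from split beta-galactosidase complementation, Galacton Star/Emerald II substrate · Measure – beta-arrestin recruitment to APJ as agonist activity, luminescent signal · Benchmarks – DMSO vs Apelin-13 10 nM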
EBI2 block: EBI2 (human) antagonism; EBI2 beta-arrestin recruitment, luminescence, 7a,25-OHC stimulated; AID 651636; P32249; hit rate 0.81% among 360,000; inhibition, % at 5 µM; in the data active means inhibition above about 38%;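 further: enzyme fragment complementation signal reports receptor beta-arrestin coupling in cells; 0% = agonist plus DMSO wells and 100% = wells without agonist; some results beyond the cut were filed as inactive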
UBC13 inh: inhibitors of human UBC13 polyubiquitin chain formation. P61088. inhibition, % at 20 µM. hit rate 0.47% among 330,000. TR-FRET; in the data active means inhibition above about 45%, passing the limit was not always enough
Target sequence (P61088 whole entry, looked up): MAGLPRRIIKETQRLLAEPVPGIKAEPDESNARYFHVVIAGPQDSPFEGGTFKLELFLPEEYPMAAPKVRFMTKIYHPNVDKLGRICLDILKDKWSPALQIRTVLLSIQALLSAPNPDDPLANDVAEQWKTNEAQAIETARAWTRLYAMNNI
ATG4B inhibitor: blocks human ATG4B protease cleavage of LC3 substrate; Q9Y4P1; ATG4B cleavage of LC3-PLA2, NBD-HPC fluorescence, 1 h; inhibition, % at 8.33 µM; hit rate 0.51% among 340,000; AID 504462; in the data active means inhibition above about 40%
Gli-Sufu block: antagonists of Gli-Sufu signaling; hit rate 0.74% among 340,000; Sufu-KO-LIGHT fibroblasts, Gli luciferase reporter luminescence; inhibition, % at 5 µM;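 active means inhibition above about 55%, limit read from the data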;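 further: 0% = DMSO-treated cells and 100% = wells with medium but no cells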
CCR6 antag: CCR6 (human) receptor antagonism | P51684 | CHO-K1 CCR6 PathHunter beta-arrestin, luminescence, CCL20-stimulated | inhibition, % at 20 µM | hit rate 0.49% among 340,000;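 active means compounds whose inhibition of the agonist-driven luminescence signal at 20 µM reaches about 50%, limit read from the data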;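 further: cells stimulated with CCL20 at 14 nM final; plate controls were DMSO with CCL20 for no effect and DMSO without agonist for full effect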
Target sequence (P51684 whole entry, looked up): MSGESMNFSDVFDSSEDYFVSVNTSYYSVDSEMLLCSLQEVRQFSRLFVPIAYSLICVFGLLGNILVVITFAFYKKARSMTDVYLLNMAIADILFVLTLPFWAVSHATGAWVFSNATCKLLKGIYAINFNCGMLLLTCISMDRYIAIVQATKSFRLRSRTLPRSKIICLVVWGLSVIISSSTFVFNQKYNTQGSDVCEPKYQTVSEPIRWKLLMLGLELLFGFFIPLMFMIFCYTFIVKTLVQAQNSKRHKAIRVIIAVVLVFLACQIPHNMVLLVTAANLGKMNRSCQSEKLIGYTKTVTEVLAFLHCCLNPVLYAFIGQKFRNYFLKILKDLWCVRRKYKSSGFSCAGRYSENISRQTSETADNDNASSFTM
* marks the source's active call; other numbers are inactive results; x = no result given.

SMILES | CXCR6 block | APJ antag | APJ ag | EBI2 block | UBC13 inh | ATG4B inhibitor | Gli-Sufu block | CCR6 antag
Cn1nnnc1SCC(=O)Nc1ccccc1Cc1ccccc1 | 9 | 1 | -1 | -8 | -3 | -8 | 6 | 8
Cc1ccccc1OCC(=O)Nc1sc(C(=O)Nc2cccc(C)c2C)c(C)c1C#N | -1 | -16 | -4 | -14 | 27 | 14 | 6 | 13
COc1ccc(C(=O)OCC(=O)N(C)C2CCS(=O)(=O)C2)cc1S(=O)(=O)N1CCCc2ccccc21 (stereo not drawn) | 7 | 6 | 0 | -9 | 2 | -5 | -2 | 2
COCc1nnc(NC(=O)c2ccc(S(=O)(=O)N(C)Cc3ccccc3)cc2)o1 | -12 | -17 | -4 | 15 | -9 | 1 | 19 | 6
CCCC(c1nnnn1Cc1ccccc1)N1CCC(C(N)=O)CC1 (stereo not drawn) | 1 | 14 | -4 | -3 | 7 | 5 | 1 | 20
O=C(Nc1ccc(F)cc1F)N1CCN(C(=O)c2ccco2)CC1 | 4 | -26 | 11 | 5 | -8 | -6 | -2 | 11
Cn1c(=O)c2c(O)cc(=O)[nH]c2n(-c2ccccc2)c1=O | 2 | -2 | 0 | -1 | 5 | -2 | 2 | -13
CCCc1cc(=O)n2c([nH]c3ccccc32)c1C#N | -3 | 12 | -2 | -7 | 12 | -4 | 3 | 3
Cc1c(C(=O)N/N=C/c2ccc(N3CCOCC3)cc2)nc2ccccn12 | -4 | 0 | -3 | 1 | 2 | -2 | -7 | 4
CCOC(=O)c1[nH]c(C)c(/C(O)=C2\C(=O)C(=O)N(CCN(C)C)C2c2cccc(OC)c2OC)c1C (stereo not drawn) | -7 | -3 | 0 | -4 | 14 | 3 | 5 | -5
Cc1ccc(C)c(COc2coc(CN3CCN(C(=O)c4ccco4)CC3)cc2=O)c1 | 2 | 12 | -4 | -11 | 1 | -4 | 1 | 8
CN(c1cccc(NS(=O)(=O)c2cccc([N+](=O)[O-])c2)c1)S(C)(=O)=O | -8 | -31 | 4 | 10 | -6 | -1 | 32 | 17
O=C(c1cccn2c(=O)c3ccccc3nc12)N1CCN(Cc2ccc3c(c2)OCO3)CC1 | 1 | -23 | -1 | 15 | 15 | -13 | -1 | 0
CC(OC(=O)c1cc(=O)c2ccccc2o1)C(=O)Nc1ccc(N(C)C)cc1 (stereo not drawn) | -5 | -4 | -1 | -2 | -4 | 0 | -1 | -4
CCc1ccc(C(=O)NNc2cc(Cl)cc(Cl)c2)cc1 | -4 | 25 | -8 | 19 | 10 | 11 | 37 | 7
COc1ccccc1N1CC(C(=O)NCCN2C(=O)S/C(=C\c3cccnc3)C2=O)CC1=O (stereo not drawn) | 3 | -10 | 3 | -4 | 4 | -3 | 4 | -7
COCCN=C1NN=C(c2ccc(C)c([N+](=O)[O-])c2)CS1 | 9 | -4 | -5 | 2 | -13 | -1 | -48 | 10
CC(Sc1nnc(CC(C)c2ccccc2)n1N)C(N)=O (stereo not drawn) | 0 | -13 | 0 | -7 | -2 | 1 | 1 | 4
CCOc1ccccc1C(=O)NCC(=O)NNC(=O)c1cccs1 | -1 | 15 | 0 | 1 | 3 | -13 | -2 | 5
Nc1[nH]c2cc([N+](=O)[O-])ccc2c1-c1ccccn1 | 34 | 47* | -7 | 20 | -308 | -4 | 11 | 49

Arranged by SMILES length (falling): part of the list above.
SMILES | CXCR6 block | APJ antag | APJ ag | EBI2 block | UBC13 inh | ATG4B inhibitor | Gli-Sufu block | CCR6 antag
COc1ccccc1N1CC(C(=O)NCCN2C(=O)S/C(=C\c3cccnc3)C2=O)CC1=O (stereo not drawn) | 3 | -10 | 3 | -4 | 4 | -3 | 4 | -7
O=C(c1cccn2c(=O)c3ccccc3nc12)N1CCN(Cc2ccc3c(c2)OCO3)CC1 | 1 | -23 | -1 | 15 | 15 | -13 | -1 | 0
CC(OC(=O)c1cc(=O)c2ccccc2o1)C(=O)Nc1ccc(N(C)C)cc1 (stereo not drawn) | -5 | -4 | -1 | -2 | -4 | 0 | -1 | -4
CCOc1ccccc1C(=O)NCC(=O)NNC(=O)c1cccs1 | -1 | 15 | 0 | 1 | 3 | -13 | -2 | 5

(continued)
SMILES | CXCR6 block | APJ antag | APJ ag | EBI2 block | UBC13 inh | ATG4B inhibitor | Gli-Sufu block | CCR6 antag
CCOC(=O)C1C(=O)OC(C)(C)C1C(C)C(=O)c1ccccc1 (stereo not drawn) | 4 | 10 | -2 | 2 | -2 | 7 | 0 | -3
Cc1cc(C)nc(N(C#N)Cc2ccc([N+](=O)[O-])cc2)n1 | 4 | 9 | -3 | -2 | -12 | -4 | 3 | 17
CC1Cc2ccccc2N1C(=O)c1cnc2sccn2c1=O (stereo not drawn) | 0 | 3 | 1 | -2 | -6 | 3 | -2 | 6
CCOc1ccc(CNC(=O)c2ccc(Sc3ccc(Cl)cc3)c(NC(C)=O)c2)cc1 | 1 | -5 | -2 | 0 | 15 | -16 | -5 | 10
S=C(Nc1ccc(Cc2ccncc2)cc1)Nc1cccc(Cl)c1 | 2 | 3 | -3 | -2 | 21 | 8 | -1 | -7
COc1ccc(Cl)cc1Nc1nc(NCCO)nc(N2CCCC2)n1 | 3 | 5 | 3 | 4 | 8 | -20 | 1 | -7
CC1CCCCN1CCNC(=O)C1CCN(S(=O)(=O)c2cccc3nsnc23)CC1 (stereo not drawn) | -3 | 3 | -1 | -3 | 1 | 6 | x | 3
CCCC(=O)c1cn(CC(=O)OC)c2ccccc12 | 0 | 16 | 0 | -7 | 7 | -5 | -13 | -8
O=C(NNS(=O)(=O)c1ccccc1C(F)(F)F)c1cccc(S(=O)(=O)Nc2ccccc2Cl)c1 | -10 | -15 | -1 | 2 | 9 | 6 | 2 | 14
CCn1c(=O)n(CC(=O)N2CCN(c3ccccc3F)CC2)c(=O)c2ccccc21 | 6 | -17 | 0 | 3 | -9 | -11 | -3 | 3
CCS(=O)(=O)N1CCC(C(=O)Oc2ccc(C(=O)OC)cc2)CC1 | -2 | 11 | 0 | 2 | 1 | -1 | 8 | 5
CC1CC(C)CN(S(=O)(=O)c2ccc(C(=O)NCc3ccco3)cc2)C1 (stereo not drawn) | -7 | 14 | 0 | -7 | 0 | 1 | 5 | 13
CCOc1ccc(NC(=O)c2cn(-c3ccc(OCC)cc3)c(=O)c3cc(OC)c(OC)cc23)cc1 | 4 | 14 | -2 | 13 | 6 | -16 | 18 | 17
CN1/C(=C\C(=O)c2oc3ccccc3c2N)C(C)(C)c2ccccc21 | -31 | 5 | 1 | 5 | 1 | 36 | -2 | 8
CCOc1ccc2cc(C#N)c(SCC(=O)OC)nc2c1 | 5 | 8 | -3 | 4 | 13 | -7 | 7 | 7
Cc1ccc(S(=O)(=O)NCCC(=O)OCC(=O)Nc2ccccc2Cl)cc1 | -5 | 5 | -3 | 2 | -3 | -2 | 4 | -3
CCOC(=O)C(NCc1ccccn1)(NC(=O)c1cccnc1)C(F)(F)F (stereo not drawn) | -1 | 18 | 0 | -4 | -11 | -4 | 96* | 3
Fc1cccc(CN2CCN(C(=S)NCCc3ccccc3)CC2)c1 | -11 | -2 | 1 | 4 | 9 | -3 | -8 | -7
O=C(c1ccccc1Br)N1CCN(c2ccccc2)CC1 | -3 | -8 | -3 | -3 | 5 | -1 | 2 | -9
COc1ccc(CNC(=O)CSc2nc3ccccc3n2C(C)=O)cc1 | -5 | 6 | -1 | 6 | 6 | 1 | 6 | 9
COc1ccc(CN(C)C(C)C(=O)Nc2ccc(S(=O)(=O)N3CCCCC3)cc2)cc1F (stereo not drawn) | -9 | 12 | -3 | -4 | 14 | 1 | -2 | 17
O=C(NCc1cccnc1)C1CC(c2ccccc2O)=NO1 (stereo not drawn) | -6 | 4 | -1 | 0 | 0 | -2 | 1 | 6
Fc1ccc(OCCCCCN2CCCC2)cc1 | -1 | 13 | 0 | 3 | 7 | -22 | 6 | -4
COC(=O)c1sc(NC(=O)c2ccc3c(c2)OCO3)c(C#N)c1C | -4 | x | x | -3 | x | -2 | 12 | 6
CCCCCCCCCCS(=O)(=O)N/N=C/c1ccc([N+](=O)[O-])cc1 | 5 | -9 | -2 | -2 | -3 | -1 | 0 | 6
CC(=O)c1c(C)[nH]c(C(=O)COC(=O)CCSc2ccccc2)c1C | 2 | 7 | -3 | -2 | 2 | -19 | -3 | 6
CCN(CC)S(=O)(=O)c1ccc(N2CCOCC2)c(NC(=O)c2cccc(C#N)c2)c1 | -4 | 1 | -2 | 12 | 0 | -6 | 19 | -2
CC1CCCC(NC(=O)C2CCN(S(=O)(=O)N3CCCCC3)CC2)C1C (stereo not drawn) | -5 | 9 | -3 | 7 | -1 | 4 | 0 | 9
O=C(O)c1cn(-c2ccccc2)nc1-c1cccnc1 | -1 | -4 | -3 | 2 | -2 | -7 | -3 | -15
O=C(N/C(=C\c1ccco1)C(=O)N1CCCC(CO)C1)c1ccccc1 (stereo not drawn) | 1 | 29 | -3 | 2 | 1 | -5 | -1 | 8

A few values from the list:
Under Gli-Sufu block, CC1CCCC(NC(=O)C2CCN(S(=O)(=O)N3CCCCC3)CC2)C1C (stereo not drawn) is entered as 0
Under CXCR6 block, CCCCCCCCCCS(=O)(=O)N/N=C/c1ccc([N+](=O)[O-])cc1 is entered as 5

Continuation.
SMILES | CXCR6 block | APJ antag | APJ ag | EBI2 block | UBC13 inh | ATG4B inhibitor | Gli-Sufu block | CCR6 antag
COP(=O)(OC)C(Nc1ccc([N+](=O)[O-])cc1)c1ccccc1 (stereo not drawn) | -1 | -4 | -2 | -2 | -2 | -1 | 1 | 9
O=S(=O)(c1ccc(Br)cc1)n1c(Cc2ccccc2)nc2ccccc21 | 1 | 11 | -1 | -5 | 7 | 14 | 9 | -15
CCOC(=O)N1CCN(C(=O)CSc2nc(C)nc3c2c(=O)n(C)c(=O)n3C)CC1 | -5 | -1 | -5 | -7 | 9 | -4 | 3 | 4
CC(C)CC(C(=O)Nc1ccccc1)N1C(=O)C2C3C=CC(C3)C2C1=O (stereo not drawn) | -5 | -3 | -1 | 0 | 0 | -1 | 0 | 3
N#Cc1nc(COc2ccccc2)oc1N1CCN(Cc2ccccc2)CC1 | 7 | 8 | 0 | 37 | 1 | -1 | 8 | 14
CCN1C(c2ccccc2)=C(c2ccccc2)S/C1=C\C=C1/SC(=S)N(C)C1=O | 0 | -90 | 115* | -14 | 3 | 0 | 3 | -31
CSC1=N/C(=C\c2ccc(C)s2)C(=O)S1 | -2 | 12 | -6 | -5 | -4 | 18 | -2 | 9
CCOc1cc(/C=N/N=C2/NC(=O)C(CC(=O)O)S2)ccc1OCc1ccccc1Cl (stereo not drawn) | 0 | 5 | -3 | 8 | -17 | 17 | 11 | 10
C/C(=N\NC(=O)c1cc(C)nc2ccc(C)cc12)c1ccncc1 | -2 | -3 | -6 | -2 | 2 | -8 | 4 | -5
COc1ccc(OCCNC(=O)c2ccccc2OCC(=O)N2CCCCC2)cc1 | -1 | 3 | -5 | -8 | 4 | 11 | 1 | 13
Cc1ccc(S(=O)(=O)N2CCCC(C(=O)N(Cc3cccs3)C3CC3)C2)cc1 (stereo not drawn) | 5 | 8 | -1 | 9 | 10 | -1 | 0 | 19
COc1cccc(/C=C2\SC(=S)N(CC3CCCO3)C2=O)c1 (stereo not drawn) | 2 | -3 | -3 | 15 | -1 | 12 | 10 | 17
OC(CN1CCCCCC1)CN(c1ccccc1)c1ccccc1 (stereo not drawn) | -3 | 5 | 0 | 0 | 9 | 0 | 52 | 14
Cc1nnc(SCC2=C(C(=O)O)N3C(=O)C(NC(=O)c4cccc(F)c4F)C3SC2)s1 (stereo not drawn) | -9 | -7 | -3 | -11 | -7 | -1 | 1 | -6
CCOC(=O)c1c(NC(=S)N2CCN(C)CC2)sc(C)c1-c1ccccc1 | 3 | 17 | -7 | 8 | 9 | -5 | -19 | 24
COc1ccc(S(=O)(=O)NC2CCCC2)cc1C(N)=O | 0 | 3 | 2 | -7 | 7 | -1 | 4 | -4
CCC1c2ccc(C)n2CCN1C(=O)Nc1ccc(F)cc1 (stereo not drawn) | 2 | 13 | -2 | -4 | 0 | -7 | -7 | -4
